AmpC no deterg: qHTS Inhibitors of AmpC Beta-Lactamase (assay without detergent); AmpC nitrocefin hydrolysis, absorbance 480 nm, 0.0001% Triton; Potency, µM (top dose mostly 57.1 µM), inactives show at the highest dose activity change, negative = inhibition, actives largely listed as inhibitors; 330,000 tested, 0.52% active;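 further: potency means the concentration at half of the fitted maximal effect; plate controls were no compound for no effect and no enzyme for full effect; nearly all actives have a fitted effect of over 20% in size; some results filed as inactive show a strong effect at the top dose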
Target sequence (P00811 whole entry, looked up): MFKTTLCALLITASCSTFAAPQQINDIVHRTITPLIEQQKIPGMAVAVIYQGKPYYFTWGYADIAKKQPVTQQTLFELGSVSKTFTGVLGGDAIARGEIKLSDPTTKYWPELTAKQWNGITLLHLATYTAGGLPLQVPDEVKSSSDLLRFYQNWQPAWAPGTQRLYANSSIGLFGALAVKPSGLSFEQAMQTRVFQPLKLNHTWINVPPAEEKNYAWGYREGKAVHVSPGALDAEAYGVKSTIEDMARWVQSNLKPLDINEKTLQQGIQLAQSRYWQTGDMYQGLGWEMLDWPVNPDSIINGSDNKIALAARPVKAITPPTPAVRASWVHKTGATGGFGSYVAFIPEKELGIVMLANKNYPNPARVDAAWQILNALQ
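AmpC (5.3 nM in the dispensed reagent) in 20 mM phosphate pH 7.0 with 0.01% (detergent screen) or 0.0001% Triton X-100 was preincubated with compounds for 15 min at room temperature. Nitrocefin was then added from an 800 uM solution, and hydrolysis was followed at 480 nm.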
AMA1 RON2 block: qHTS for Inhibitors of AMA1-RON; Towards Development of Antimalarial Drug Lead: Primary Screen; Plasmodium falciparum AMA1 (3D7) - RON2 peptide interaction; AlphaScreen AMA1-biotinylated RON2 peptide binding; Potency, µM (series often up to 58.2 µM), for inactives: at the top dose activity change, negative = inhibition, hits mostly inhibitors; 360,000 tested, 0.2% active;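 further: potency means the concentration at half of the fitted maximal effect; 0% = vehicle wells and -100% = peptide control; nearly all actives have a fitted effect of over 45% in size; some results filed as inactive show a strong effect at the top dose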
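AMA1 (3D7) with his tag at 25 nM final met compounds first, then biotinylated RON2 peptide at 25 nM; detection used donor plus acceptor beads, 10 µg/mL apiece, read by AlphaScreen after 30 min at room temperature.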
Giardia FBPA inh: qHTS Assay for Inhibitors of Fructose-1,6-bisphosphate Aldolase from Giardia Lamblia; 290,000 tested, 0.71% active; purified Giardia FBPA; Potency, µM (series often up to 59.6 µM), for the others: at the top dose activity, negative = inhibition, actives largely listed as inhibitors; further: potency means the concentration at half of the fitted maximal effect; nearly all actives have a fitted effect of over 55% in size
Target sequence (A8B2U2 whole entry, looked up): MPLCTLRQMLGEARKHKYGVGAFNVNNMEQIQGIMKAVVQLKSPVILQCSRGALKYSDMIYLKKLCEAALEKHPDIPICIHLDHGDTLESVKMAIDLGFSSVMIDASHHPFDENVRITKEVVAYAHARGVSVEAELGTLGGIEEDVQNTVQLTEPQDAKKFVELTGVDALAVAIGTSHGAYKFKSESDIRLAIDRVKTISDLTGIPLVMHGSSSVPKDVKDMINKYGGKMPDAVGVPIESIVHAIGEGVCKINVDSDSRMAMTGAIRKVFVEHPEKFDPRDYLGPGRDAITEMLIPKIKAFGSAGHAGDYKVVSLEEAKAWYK
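Giardia FBPA (40 nM reagent) was preincubated 10 min at RT with compound (up to 57.5 uM final), then substrate plus GAPDH/TPI/NAD/arsenate coupling system with diaphorase/resazurin was added; resorufin fluorescence (525/598 nm) was read after 20 min.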
Sm TGR block: qHTS Assay for the Inhibitors of Schistosoma Mansoni Peroxiredoxins; 360,000 tested, 3% active; purified TGR, DTNB reduction, TNB absorbance 405 nm; Potency, µM (doses to about 114 µM), for the others: at the highest dose activity change, negative = inhibition, most hits filed as inhibitors; Schistosoma mansoni thioredoxin glutathione reductase (TGR), Q962Y6; further: potency means the concentration at half of the fitted maximal effect; nearly all actives have a fitted effect of over 60% in size
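First, TGR (20 nM dispensed) and NADPH were mixed with compound. Second, a 15 min room-temperature incubation followed. Third, further NADPH and then DTNB were added to start the reaction. Finally, TNB absorbance was monitored kinetically.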
HCMV antiviral: qHTS Assay for inhibitors of the human cytomegalovirus (HCMV); HFF cells, HCMV-luciferase reporter, 72 h; hits give low values; activity change, negative = inhibition, % at 57.5 µM; 410,000 tested, 4.5% active; in the data active means activity change below about -60%; inconclusive means no clear call, values can overlap the other calls; inactive means above about -39%
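Luciferase read-out from HCMV-luciferase-infected HFFs (MOI 1 PFU/cell) 72 h post infection at 37C; compounds added after 16 h cell attachment; activity normalized between buffer-only basal and Salinomycin (10uM) inhibitor controls.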
AmpC inh detg: qHTS Inhibitors of AmpC Beta-Lactamase (assay with detergent) | AmpC hydrolysis of nitrocefin, absorbance 480 nm, 0.01% Triton | Potency, µM (top dose mostly 114 µM), for the others: at the highest dose activity change, negative = inhibition, hits mostly inhibitors | 370,000 tested, 0.041% active | P00811;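 further: potency means the concentration at half of the fitted maximal effect; 0% = no-compound wells and -100% = no-enzyme wells; nearly all actives have a fitted effect of over 25% in size; some results filed as inactive show a strong effect at the top dose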
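20 mM phosphate pH 7.0 + 0.01% (detergent screen) or 0.0001% Triton X-100; 5.3 nM AmpC reagent; cpd preinc 15 min RT; nitrocefin (800 uM stock) to start; A480 q20 s × 4 min; Activity was normalised to no-enzyme and no-compound control wells.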
An asterisk follows results filed as active; ? = inconclusive; / = no result given; & = joins results of further samples; [ ] = remark or other dose. Unless noted, the call rests on the fitted dose curve; in most records, active means well fitted curve in the direction sought with a large enough effect; inconclusive means small, poorly fitted or top-dose-only effect, or another doubt; inactive means no such curve, though single readings can be large; an effect the other way counts as inactive or inconclusive. Unless noted, on the % scale 0 is the no-effect control and ±100 the full control effect.

The first 14 records, to show the layout:
SMILES | AmpC no deterg | AMA1 RON2 block | Giardia FBPA inh | Sm TGR block | HCMV antiviral | AmpC inh detg
c1cc2c(cc1NC1CCCCCC1)OCO2 | -34% | ? | 25µM* | ? | 0 | 1%
Cc1ccc(C(=O)N/C(=C\c2cccc([N+](=O)[O-])c2)C(=O)Nc2cccc(C(=O)O)c2)cc1 | -17% | 10% | 11% | -17% | -13 | -13%
CCNc1nc(NC(C)(C)C)nc(Oc2ccc(=O)n(C)n2)n1 | / | / | / | 0% | 17 | 23%
CCC(=O)NC(c1ccc(OC)c(OC)c1)c1cc(Cl)c2cccnc2c1O (stereo not drawn) | 13% | 5% | -11% | -3% | -110* | ?
CCC(C)N(C(=O)CSc1nc2ccc(OC)cc2[nH]1)C1CCS(=O)(=O)C1 (stereo not drawn) | -16% | 23% | / | -2% | -17 | ?
C[n+]1cn(/N=C/c2ccccc2)c2ccccc21 | -8% | -1% | -8% | 0% | 45 | -5%
Cn1cc(C=O)c2cc(F)ccc21 | -15% | -1% | -14% | 15% | 4 | 3%
COc1ccc(S(=O)(=O)Nc2cccc3c2O[C@H](CN(C)Cc2ccc(-c4ccccc4)cc2)[C@@H](C)CN([C@H](C)CO)C3=O)cc1 | 174%[activator] | -15% | / | / | 2 | /
Cc1ccc(N(CC(=O)NCC(C)c2ccccc2)S(=O)(=O)N(C)C)cc1 (stereo not drawn) | / | / | / | -2% | -7 | 2%
COc1ccc(Cl)cc1N/C(N)=N/c1nc(C)cc(=O)[nH]1 | -6% | 7% | -17% | 10% | -1 | -4%
COc1ccc(SCCN2CCN(C)CCC2=O)cc1 | 0% | 0% | 6%&0% | -6% | 42 | -3%
COc1ccc(NC(=O)Cc2ccc(C)cc2)c([N+](=O)[O-])c1 | -13% | -17% | 1% | 9% | 11 | 6%
COc1ccc(C(CC(=O)Nc2ccc(C)cn2)N2Cc3ccccc3C2=O)cc1OC (stereo not drawn) | / | / | / | 4% | 11 | 11%
CCCC1=NN(c2ccc([N+](=O)[O-])cc2)C(=O)/C1=C\N(C)C | -24% | 18% | 2% | -20% | -22 | ?

The list itself, from the first entry:
SMILES | AmpC no deterg | AMA1 RON2 block | Giardia FBPA inh | Sm TGR block | HCMV antiviral | AmpC inh detg
c1cc2c(cc1NC1CCCCCC1)OCO2 | -34% | ? | 25µM* | ? | 0 | 1%
Cc1ccc(C(=O)N/C(=C\c2cccc([N+](=O)[O-])c2)C(=O)Nc2cccc(C(=O)O)c2)cc1 | -17% | 10% | 11% | -17% | -13 | -13%
CCNc1nc(NC(C)(C)C)nc(Oc2ccc(=O)n(C)n2)n1 | / | / | / | 0% | 17 | 23%
CCC(=O)NC(c1ccc(OC)c(OC)c1)c1cc(Cl)c2cccnc2c1O (stereo not drawn) | 13% | 5% | -11% | -3% | -110* | ?
CCC(C)N(C(=O)CSc1nc2ccc(OC)cc2[nH]1)C1CCS(=O)(=O)C1 (stereo not drawn) | -16% | 23% | / | -2% | -17 | ?
C[n+]1cn(/N=C/c2ccccc2)c2ccccc21 | -8% | -1% | -8% | 0% | 45 | -5%
Cn1cc(C=O)c2cc(F)ccc21 | -15% | -1% | -14% | 15% | 4 | 3%
COc1ccc(S(=O)(=O)Nc2cccc3c2O[C@H](CN(C)Cc2ccc(-c4ccccc4)cc2)[C@@H](C)CN([C@H](C)CO)C3=O)cc1 | 174%[activator] | -15% | / | / | 2 | /
Cc1ccc(N(CC(=O)NCC(C)c2ccccc2)S(=O)(=O)N(C)C)cc1 (stereo not drawn) | / | / | / | -2% | -7 | 2%
COc1ccc(Cl)cc1N/C(N)=N/c1nc(C)cc(=O)[nH]1 | -6% | 7% | -17% | 10% | -1 | -4%
COc1ccc(SCCN2CCN(C)CCC2=O)cc1 | 0% | 0% | 6%&0% | -6% | 42 | -3%
COc1ccc(NC(=O)Cc2ccc(C)cc2)c([N+](=O)[O-])c1 | -13% | -17% | 1% | 9% | 11 | 6%
COc1ccc(C(CC(=O)Nc2ccc(C)cn2)N2Cc3ccccc3C2=O)cc1OC (stereo not drawn) | / | / | / | 4% | 11 | 11%
CCCC1=NN(c2ccc([N+](=O)[O-])cc2)C(=O)/C1=C\N(C)C | -24% | 18% | 2% | -20% | -22 | ?
Cc1cc(NC(=O)CC(C)C)c(=O)n(Cc2c(F)cccc2Cl)c1 | -14% | -3% | 1% | -28% | -31 | -1%
O=C(CCC(=O)N1CCSc2ccccc21)NCCc1ccccc1 | 24% | -4% | 2% | -1% | 34 | ?
CC(=O)Nc1ccn(-c2ccccc2)n1 | -19% | 26% | 0% | -8% | 25 | ?
O=C(c1ccc2c(c1)N(Cc1ccccc1F)C(=O)c1ccccc1S2(=O)=O)N1CCN(c2ccccc2F)CC1 | / | / | / | ? | 10 | 17%
CSCc1ccc(C(=O)NC(C)c2cnn(-c3ccccn3)c2C)o1 (stereo not drawn) | -18% | 1% | 12% | ? | 36 | -1%
CN(C(=O)COC(=O)c1cccc(Cl)c1)C1CCS(=O)(=O)C1 (stereo not drawn) | -17% | 1% | / | -1% | 3 | 1%
COc1ccc(NC(=S)NCCc2ccc(F)cc2)c(OC)c1 | -24% | -2% | -1% | -14% | 1 | -7%
O=C(O)c1ccc(N2C(=O)c3[nH]nc(-c4ccccc4)c3C2c2cccc(F)c2)cc1 (stereo not drawn) | / | / | / | -21% | 7 | -1%
N#Cc1ccc(Cn2c(=O)oc3ccccc32)cc1 | -12% | 7% | 8% | -18% | 0 | 3%
CN1CCN(c2ccccc2/C=N/NC(=O)c2cccnc2)CC1 | -29% | 81%[activator] | -15% | 12% | -25 | -3%
Cc1cc(NC(=O)CSc2nnc3ccc(-c4ccc(F)cc4)nn23)no1 | -3% | 16% | / | -5% | -20 | -11%
CCOc1ccc(NC(=O)CCn2ccnc2)cc1 | 0% | -6% | -4% | 1% | -21 | 0%
COc1c(F)c(F)c(C(=O)O)c(Nc2ccc(C)cc2C)c1F | -24% | -13% | 19% | -26% | 5 | 3%
CCCCn1c(=O)n(CC(=O)NCc2ccc(C)cc2)c(=O)c2c1nc(CO)n2CCC | 49% | 0% | 8% | 6% | ? | 1%
CCCCn1c2ccccc2c2nnc(SCC(=O)NC3=NN=C(c4ccccc4)CS3)nc21 | -29% | / | 0% | 3% | ? | -5%
Cc1ccc(NC(=O)Cn2cc3c(n2)CCCC3)c(Cl)c1 | / | / | / | 8% | -2 | 20%
COc1ccc(Cl)cc1NC(=O)NCc1ccco1 | -40% | -1% | -14% | 2% | -37 | -3%
CCOC(=O)c1ccc(NC(=O)C2(c3ccccc3)CCOCC2)cc1 | 1% | -8% | -2% | -3% | 30 | 5%
O=C(CN1CCc2ccccc21)NC(=O)NCc1ccccc1 | -30% | -20% | -17% | 2% | -22 | -3%
CCCCNC(=O)CS(=O)Cc1nc(-c2ccc(C)cc2)oc1C (stereo not drawn) | 36% | -8% | 6% | 45µM* | 17 | ?
COc1cccc(C2=CC(=O)C[C@H](c3ccc4c(c3)OCO4)C2)c1 | -33% | -18% | / | -2% | / | -1%
CCN1CCN(S(=O)(=O)c2ccc(Cl)c(C(=O)N(C)Cc3ccc(F)cc3)c2)CC1 | 115%[activator] | -2% | / | 9% | / | -18%
Cc1ccc(C(=O)C(C)Oc2cccc(NC(=O)c3ccco3)c2)cc1 (stereo not drawn) | -21% | -3% | 4% | -12% | -29 | -13%
Cc1ccc2cccc(OCC(=O)N3CCc4ccccc43)c2n1 | -14% | 17% | -1% | -3% | ? | 1%
Cc1ccc(NC(=O)c2cnn(-c3ccccc3)c2C)c(C)c1 | -15% | 3% | -5% | 3% | 23 | ?
COc1ccc(S(=O)(=O)N2CCN(Cc3cccc(OC)c3)CC2)cc1 | -2% | 0% | -2% | -15% | 4 | 3%

An excerpt of these results, with each value named.
molecule: COc1ccc(S(=O)(=O)N2CCN(Cc3cccc(OC)c3)CC2)cc1
  AmpC no deterg: -2% | AMA1 RON2 block: 0% | Giardia FBPA inh: -2% | Sm TGR block: -15% | HCMV antiviral: 4 | AmpC inh detg: 3%
molecule: COc1ccc(NC(=S)NCCc2ccc(F)cc2)c(OC)c1
  AmpC no deterg: -24% | AMA1 RON2 block: -2% | Giardia FBPA inh: -1% | Sm TGR block: -14% | HCMV antiviral: 1 | AmpC inh detg: -7%

Other structures follow.
SMILES | AmpC no deterg | AMA1 RON2 block | Giardia FBPA inh | Sm TGR block | HCMV antiviral | AmpC inh detg
COc1ccc(Nc2nc(Cl)nc(NCCO)n2)cc1 | -16% | 9% | 10% | 6% | 26 | -17%
COc1cccc(NC(=O)C(Cc2ccccc2)NC(=O)C2CCC(C)CC2)c1 (stereo not drawn) | ? | -3% | -4% | 6% | 3 | -14%
Cc1ccc2nc(SCC(=O)NC3CC3)[nH]c2c1 | -4% | -2% | / | 1% | 26 | 1%
Cc1cc(C)n(CC(O)COc2ccccc2C(=O)Nc2ccccc2)n1 (stereo not drawn) | 4% | ? | 2% | 0% | 12 | -14%
CCOc1ccc(N(C(=O)CNC(=O)c2ccco2)C(C(=O)NC2CCCC2)c2ccco2)cc1 (stereo not drawn) | 100%[activator] | 9% | 2% | -2% | -3 | -9%
COc1c(C)cc(C(=O)C2CCCN(C(=O)c3cc(C4CC4)[nH]n3)C2)cc1C (stereo not drawn) | 49% | 4% | / | -7% | -6 | -12%
COc1cc(/C=C(\C#N)c2nc3ccc(C)cc3[nH]2)ccc1OC(C)C | / | / | / | 4% | -68* | 1%
CC(=O)c1ccc(OCCCC(=O)NC2=NCCS2)cc1 | 0% | -2% | -3% | 13% | -4 | -10%
CCOc1ccc(S(=O)(=O)Nc2ccccc2SC)cc1 | -33% | 6% | 2% | 0% | 4 | 3%
CN(C)[C@H]1N(C(=O)c2ccc(Br)cc2)N=C2c3ccccc3S(=O)(=O)N21 | -13% | 2% | 4% | -6% | 13 | 0%
CCC(=O)Nc1ccc(N2CCOCC2)c(S(=O)(=O)Nc2ccc(OC)cc2)c1 | -3% | -14% | -6% | -5% | -31 | ?
COc1ccc(-n2c(COc3ccc4ccccc4c3)nnc2SCC(=O)NCc2ccco2)cc1 | 16% | -28% | -14% | -33% | -24 | -1%
COc1ccc(N2CCN(C(=S)Nc3cc(C)ccc3C)CC2)cc1 | -1% | 12% | 0% | 8% | -24 | -4%
Cn1c(=O)n(Cc2ccc(F)cc2)c(=O)c2c1nc1n2CCN1Cc1ccco1 | 61%[activator] | -13% | 4% | -6% | ? | -6%
COc1ccccc1-n1nc(-c2ccccc2)c2cnc3c(F)cc(F)cc3c21 | / | / | / | -5% | -2 | -10%
COc1cccc(CNS(=O)(=O)c2ccc3c(c2)N(C)CCO3)c1 | -30% | -7% | / | -1% | ? | -2%
COc1cccc(CN2CCN(c3ccc(F)cc3)C2=O)c1 | -7% | 33%[activator] | -4% | 22% | -31 | 6%

Compounds as they come (roughly 7.8% active in at least one column).
